mIAP inh – blocks mouse intestinal alkaline phosphatase; actives 0.2% (n = 330,000); AID 2806; inhibition, % at 10 µM; purified mouse IAP, CDP-Star luminescence, 30 min;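 active = inhibition of at least 40% at 10 µM in the primary screen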;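 also: plate controls were DMSO with enzyme for no effect and no enzyme wells for full effect; values of inactives mirror those of a sister screen read the other way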
hIAP activ – increases human intestinal alkaline phosphatase activity | P09923 | purified human IAP, CDP-Star luminescence, 30 min; stronger effect = higher value; 1 = vehicle-only enzyme, 0 = enzyme-free background | activation factor at 10 µM | actives 0.16% (n = 330,000) | AID 2524;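 active = activation factor of the enzyme at least 2-fold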; also: the source names both 10 and 20 µM as test concentration; values of inactives mirror those of a sister screen read the other way
Target sequence (P09923 whole entry, looked up): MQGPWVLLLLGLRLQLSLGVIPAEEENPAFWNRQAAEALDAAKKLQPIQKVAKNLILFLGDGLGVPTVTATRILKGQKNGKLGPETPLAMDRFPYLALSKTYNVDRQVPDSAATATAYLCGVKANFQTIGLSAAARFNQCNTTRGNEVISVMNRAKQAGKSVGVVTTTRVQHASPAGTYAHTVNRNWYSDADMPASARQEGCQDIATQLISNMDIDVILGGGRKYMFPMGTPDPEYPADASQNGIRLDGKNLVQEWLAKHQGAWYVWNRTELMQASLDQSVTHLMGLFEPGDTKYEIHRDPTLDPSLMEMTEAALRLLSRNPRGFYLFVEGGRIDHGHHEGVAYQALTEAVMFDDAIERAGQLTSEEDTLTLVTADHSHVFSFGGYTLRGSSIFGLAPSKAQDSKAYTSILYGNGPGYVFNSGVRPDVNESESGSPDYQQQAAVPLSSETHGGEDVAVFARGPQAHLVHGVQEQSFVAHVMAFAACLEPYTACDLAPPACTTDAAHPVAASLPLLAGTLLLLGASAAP
hIAP inh – human IAP inhibition | inhibition, % at 10 µM | AID 2544 | purified IAP, CDP-Star luminescence, 30 min | actives 0.12% (n = 330,000);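 active = inhibition reaching a set limit with compound at 10 µM in the primary screen, cut at about 35% in these data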;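 also: plate controls were DMSO wells with enzyme for no effect and no-enzyme buffer wells for full effect; values of inactives mirror those of a sister screen read the other way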
PfGluPho inh – PfG6PD (Plasmodium falciparum) enzyme inhibition. PfGluPho enzyme, NADPH resazurin-diaphorase fluorescence. inhibition, % at 20 µM. actives 0.78% (n = 350,000);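 active = inhibition reaching at least a set limit at 20 µM in the primary screen, cut at about 59% in these data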;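 also: 0% = DMSO wells with substrate and 100% = DMSO wells lacking glucose-6-phosphate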
HKDC1 inhibitor – inhibitors of human hexokinase HKDC1 | Q2TB90 | recombinant HKDC1, G6PDH/diaphorase resazurin coupled fluorescence | inhibition, % at 20 µM | actives 0.16% (n = 340,000) | AID 493160;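 active = inhibition above about 35% when tested at 20 µM, limit read from the data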;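 also: plate controls were DMSO wells with enzyme for no effect and DMSO wells lacking enzyme for full effect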
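Material – in-house recombinant HK5 (HKDC1) enzyme · Quantity – HKDC1 at 5 µg/mL · Buffer or medium – pH 8.0 Tris buffer with 10 mM MgCl2 · Reagent – glucose with 1 mM ATP · Dosing – single 20 µM dose · Times – reaction time 90 min, room temperature, protected from light · Technique – resorufin fluorescence at 613 nm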
mIAP act – increases mouse intestinal alkaline phosphatase activity; muIAP, CDP-Star luminescence, 30 min; stronger effect = higher value; 1 = vehicle-only enzyme signal, 0 = enzyme-free wells; activation factor at 10 µM; actives 0.24% (n = 330,000); AID 2805;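 active = activation factor of at least 2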; also: the source names both 10 and 20 µM as test concentration; values of inactives mirror those of a sister screen read the other way
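System: Mouse IAP enzyme | Also added: CDP-Star substrate | Dosing: Compounds dispensed in DMSO | Schedule: 30 min enzyme-substrate-compound incubation at room temperature | Technique: Chemiluminescence readout | Control set: DMSO-only wells and no-enzyme negative control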
ATG4B inhibitor – inhibitors of human ATG4B cysteine protease. Q9Y4P1. ATG4B cleavage of LC3-PLA2, NBD-HPC fluorescence, 1 h. inhibition, % at 8.33 µM. actives 0.51% (n = 340,000). AID 504462; in the data active = inhibition above about 40%
A3A deaminase – human APOBEC3A DNA deaminase inhibition; P31941; actives 0.41% (n = 330,000); inhibition, % at 20 µM; recombinant A3A, FAM/TAMRA ssDNA deamination fluorescence;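 active = at least 40% inhibition at 20 µM here, with at most 30% in a related deaminase screen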;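 also: plate controls were A3A with DMSO for no effect and wells lacking A3A enzyme for full effect; some results filed as inactive read as strong as hits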
Target sequence (P31941 whole entry, looked up): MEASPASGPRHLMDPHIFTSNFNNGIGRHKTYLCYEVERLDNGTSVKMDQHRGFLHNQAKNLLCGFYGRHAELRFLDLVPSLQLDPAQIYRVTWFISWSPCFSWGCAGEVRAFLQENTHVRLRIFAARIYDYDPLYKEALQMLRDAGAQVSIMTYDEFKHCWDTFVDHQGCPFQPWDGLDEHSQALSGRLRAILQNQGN
Numbers without * were called inactive; . = not tested or not shown.

Molecule	mIAP inh	hIAP activ	hIAP inh	PfGluPho inh	HKDC1 inhibitor	mIAP act	ATG4B inhibitor	A3A deaminase
CCCCCCNc1c(C(=O)OCC)c(=O)[nH]c2ccccc12	-17	1	-4	13	7	1.2	-3	-6
Cc1ccc(C2C3=C(CCCC3=O)Nc3c2c(C)nn3-c2ccccn2)o1 (stereo not given)	-6	1.2	-18	.	.	1.1	.	-4
COc1ccccc1NC(=O)CN1CCN(CC(=O)Nc2ccc3c(c2)OCCO3)CC1	3	1.1	-9	2	-2	0.97	-12	-4
CCN(CC)CCCN(Cc1cc2cc3c(cc2[nH]c1=O)OCO3)C(=S)Nc1ccccc1	-3	1.1	-13	18	7	1	-3	2
Cc1ccccc1CCNC(=O)CCn1nc(C)c2c(C)n(-c3ccccc3)nc2c1=O	2	1.2	-16	10	10	0.98	0	-3
CCN(CC)C(=O)/C(=C\c1cccc([N+](=O)[O-])c1)NC(=O)c1ccco1	2	1	-1	-6	-7	0.98	-4	-3
COc1ccc(CN2C(=O)c3cccnc3C2Nc2cc(Cl)ccc2OC)cc1 (stereo not given)	9	0.92	8	7	52*	0.91	-4	2
CCOc1ccccc1NC(=O)Cn1c(=O)oc2ccccc21	-1	0.91	9	-17	-19	1	1	3
COc1ccc(/C=C(\C#N)c2n[nH]c(Cn3cncn3)n2)cc1	8	0.93	7	-15	-6	0.92	3	2
COc1cc(CC(=O)Nc2ccc3c(c2)CCC3)cc(OC)c1OC	-22	1.1	-7	1	-9	1.2	-2	8
Cc1cccc(-n2c(=S)[nH]c3sc4c(c3c2=O)CCc2ccccc2-4)c1	18	0.82	18	67*	6	0.82	-10	-2
CC(C)N(C)CCOC(=O)c1ccc2c(c1)OCCO2	-4	0.95	5	-75	-1	1	-14	0
Nn1c(SCc2ccc([N+](=O)[O-])cc2)nc2ccccc2c1=O	3	0.99	1	9	-3	0.97	8	-4
CN(C)CCOC(=O)C12CC3(C)CC(C)(CC(C)(C3)C1)C2	2	0.78	22	-7	5	0.98	7	-1
Cc1ccc(/C=C(\NC(=O)c2ccc(C)cc2)C(=O)NCCCn2ccnc2)cc1	1	1.1	-8	-12	13	0.99	4	0
Nn1c(SCC(=O)Nc2cccc(S(N)(=O)=O)c2)nnc1C1CC1	1	0.93	7	6	-14	0.99	-7	1
CCOc1ccc(CC2S/C(=N/c3ccccn3)NC2=O)cc1 (stereo not given)	-1	0.95	5	5	-7	1	-9	4
O=C1OC(=O)c2cc([N+](=O)[O-])ccc21	0	0.91	9	-4	-1	1	0	1
COc1ccc(C2C(C(C)=O)=C(O)C(=O)N2c2ccc(O)cc2)cc1 (stereo not given)	-15	1.2	-19	5	-5	1.2	4	-7
COC(=O)c1cccc(NC(=O)c2nn(C)c(=O)c3ccccc23)c1	4	0.88	12	4	4	0.96	-18	-7
CCCn1cc(CN2CCCC(CNC(=O)c3ccc(F)cc3)C2)c(C)n1 (stereo not given)	-9	0.95	5	-24	-8	1.1	1	-4
Cc1cccc(-n2c(SCC(=O)N3CCCC3)nc3n[nH]c(C)c3c2=N)c1	-19	0.91	9	3	2	1.2	-18	3
Cc1cc(C)c(C)c(OCC(=O)O/N=C(\N)c2cccnc2)c1	1	0.91	9	-5	-4	0.99	1	2
COC(=O)C1=C(C)N(Cc2cccnc2)C(=O)/C1=C\c1sccc1C	9	0.88	12	-21	5	0.91	42*	-4
Cc1cc(C)c(OCCCCn2cnc3ccccc3c2=O)c(C)c1	-9	1.1	-5	-1	-4	1.1	12	3
CCOC(CNC(=O)c1ccc2c(c1)ncn2-c1cccc(F)c1)OCC	2	0.98	2	7	-8	0.98	-6	2
COc1ccc(NC(=O)Nc2c[nH]c(=O)[nH]c2=O)cc1OC	2	0.86	14	10	5	0.98	4	-2
CC(=O)C(Cc1ccccc1)NC(=O)COc1ccc2c(c1)OCO2 (stereo not given)	-1	1.1	-8	9	-6	1	-10	-4
CC(C)CCNC(=O)c1ccc2c(Cl)c3c(nc2c1)CCC3	1	1.1	-10	3	2	0.99	31	-5
CCOC(=O)C1CCN(C2CCN(C(=O)c3oc4c(F)cccc4c3C)CC2)CC1	5	0.96	4	-5	2	0.95	6	6
CN(Cc1nc(-c2ccccc2)no1)C(=O)c1ccco1	7	0.94	6	7	-5	0.93	-12	-2
CC(C)OCCCNC(=S)NNC(=O)C(c1ccccc1)c1ccccc1	11	1.7	-67	13	-5	0.89	-5	-2
Cc1ccc(CN2CCN(C3CSCCSC3)CC2CCO)cc1 (stereo not given)	-2	0.99	1	-6	-5	1	-16	6
O=C(CCN=C1NS(=O)(=O)c2ccccc21)Nc1ccc(Cl)cc1F	-15	0.99	1	0	2	1.1	-41	0
CCOC(=O)N1CCC(NC(=O)c2cc3cc4cc(OC)ccc4nc3o2)CC1	1	0.94	6	10	1	0.99	-14	-1
O=C1COc2ccc(S(=O)(=O)CCC(=O)N3CCN(c4cccc(Cl)c4)CC3)cc2N1	-3	0.92	8	-14	3	1	-4	-3
CC(C)c1nnc(NC(=O)CCC(=O)N2CCN(C3CCCCC3)CC2)s1	-4	1.1	-7	5	-11	1	-7	0
CSc1nnc2ccc(-c3ccc(C)cc3)nn12	0	1	-2	-6	8	1	-2	-4
CC(=O)N1N=C(c2ccccc2)OC1(C)CC(=O)Nc1ccccc1 (stereo not given)	-2	0.99	1	4	-9	1	-9	0
c1ccc(-c2ccc3ccccc3n2)cc1	7	0.97	3	12	-1	0.93	-1	8
Nc1nnc(SCCN2C(=O)c3ccccc3C2=O)s1	-4	1.1	-5	5	0	1	-8	3
Cc1ccc(S(=O)(=O)CCSc2nc(C)cc(C)c2C#N)cc1	4	0.87	13	1	-2	0.96	-8	-5
O=[N+]([O-])c1ccc(O)c(C(C#Cc2ccccc2)N2CCOCC2)c1 (stereo not given)	10	1.1	-14	-21	0	0.9	-6	-1
O=C(NCCCCNC(=O)c1c(F)c(F)c(F)c(F)c1F)c1c(F)c(F)c(F)c(F)c1F	4	0.82	18	-12	-5	0.96	-6	1
CCc1ccc(OC(=O)/C=C/c2ccco2)cc1	6	0.96	4	3	-1	0.94	6	7

A second format for part of the listing above.
Values in the order – mIAP inh | hIAP activ | hIAP inh | PfGluPho inh | HKDC1 inhibitor | mIAP act | ATG4B inhibitor | A3A deaminase
CCOc1ccccc1NC(=O)Cn1c(=O)oc2ccccc21
    -1 | 0.91 | 9 | -17 | -19 | 1 | 1 | 3
COc1ccc(/C=C(\C#N)c2n[nH]c(Cn3cncn3)n2)cc1
    8 | 0.93 | 7 | -15 | -6 | 0.92 | 3 | 2

More records
Molecule	mIAP inh	hIAP activ	hIAP inh	PfGluPho inh	HKDC1 inhibitor	mIAP act	ATG4B inhibitor	A3A deaminase
CC(=O)Nc1c2c(nn1-c1ccc(C)cc1)CS(=O)(=O)C2	-10	1.1	-7	-7	-2	1.1	-4	2
CCCCn1c(N)c(N(CCOC)C(=O)c2ccc(Br)s2)c(=O)[nH]c1=O	11	0.96	4	-5	-6	0.89	5	0
CCOc1ccc(NC(=O)N2CCN(C(=O)c3ccco3)CC2)cc1	-3	1.1	-14	-7	-6	1	-2	-3
Cc1ccc(C)c(OCc2cc(C(=O)N3CCN(c4cnccn4)CC3)no2)c1	4	1.2	-21	1	-5	0.96	2	-3
CO/N=C(\C)C(Cc1ccc(Cl)nc1)Cc1ccc(Cl)nc1	-3	0.91	9	19	-7	1	-10	-7
CCCCCCCNC(=O)C1(CC2CC(c3cccc(Br)c3)=NO2)CCN(C(=O)c2ccccc2)CC1 (stereo not given)	-47	1.1	-8	13	-1	1.5	3	-5
CC1CCCN(C(=O)c2ccc3c(=O)n(C4CCCC4)c(=S)[nH]c3c2)C1 (stereo not given)	7	0.99	1	11	-1	0.93	-21	0
Cc1cc(C)cc(NC(=O)Cn2cnc3c(nnn3Cc3ccc(F)cc3)c2=O)c1	-3	0.96	4	-17	0	1	8	1
Cc1[nH]n(-c2ccccc2)c(=O)c1/C=N/NC(=O)c1cccc([N+](=O)[O-])c1	8	1.1	-13	-47	-11	0.92	-9	-7
OC(C#CCN1CCCC1)c1ccccc1 (stereo not given)	-5	1.1	-10	1	8	1	5	-3
Cc1ccccc1Cn1cc(CCC(=O)N2CCOCC2)c2ccccc21	4	1.1	-12	-7	3	0.95	5	-2
Cc1csc(NC(=O)C2CCN(S(=O)(=O)c3ccccc3F)CC2)n1	-1	0.99	1	-12	-4	1	-8	0
Cc1ccc(NC(=O)C2CCCN(S(=O)(=O)c3cnc[nH]3)C2)c(Br)c1 (stereo not given)	7	1.1	-12	2	-6	0.93	-4	2
Cc1cc(Cl)ccc1C(=O)C1CCCN(C(=O)/C=C/c2cnn(C)c2)C1 (stereo not given)	3	1	0	-6	4	0.97	-1	1
COc1cc(NC(=O)C(c2ccccc2)c2ccccc2)c(C(=O)O)cc1OC	-6	1.1	-11	-14	0	1.1	-4	-3
COc1ccc(OC)c(-c2cc(C(=O)NCc3ccc(Cl)cc3)no2)c1	4	0.98	2	-17	10	0.96	7	3
Cc1ccc(NC(=O)C(C)Sc2nnc(-c3cccnc3)n2-c2ccccc2)cc1 (stereo not given)	-4	0.91	9	-12	-9	1	5	1
NNC(=O)CCC(=O)Nc1ccccc1	17	1	-3	-3	-8	0.83	1	-3
Cc1ccc2ncnc(Nc3ccccc3)c2c1	0	1.1	-6	-3	-2	1	3	9
Cc1[nH]c(=S)c(C#N)c(C)c1CC(=O)c1ccc(Br)cc1	8	1	-1	46	-1	0.92	-8	-6
Cn1c(=O)cc(SCC(=O)NCC2CCCO2)c2ccc(Cl)cc21 (stereo not given)	-7	1.1	-6	10	4	1.1	-12	-1
NC(=S)Nc1ccc(Cl)cc1Cl	0	1.2	-18	-6	-3	1	-8	1
O=C(Nc1ccc(F)cc1F)c1cc2ccccc2oc1=O	2	0.96	4	-5	-5	0.98	3	0
O=C(COC(=O)c1cccs1)Nc1ccc(Cl)cn1	5	0.92	8	-3	-1	0.95	-4	-6
CN(C)c1nc(NCc2ccccc2)nc(N/N=C/c2cccc(Br)c2)n1	-3	0.94	6	23	-2	1	34	-2
CCOc1c2ccc(C(=O)NC3CCCc4ccccc43)cc2nn1C (stereo not given)	10	0.93	7	0	-12	0.9	-4	-1
CCN(CC)C1CCN(Cc2c(C(=O)N3CCCCCCC3)nc3ccc(Cl)cn23)C1 (stereo not given)	5	0.9	10	5	-3	0.95	7	-3
CC(C)CNC(=S)N1CCC(NC(=O)C23CC4CC(CC(C4)C2)C3)CC1	0	1	-2	8	-3	1	-11	-5
CCCn1c(=O)c2[nH]cnc2n(-c2ccc(Cl)cc2)c1=O	1	0.79	21	5	-4	0.99	-4	-3
N=C(N)SCC1=CCS(=O)(=O)C1	-6	1.2	-18	4	-7	1.1	-4	0
COc1ccc(CNC(=O)c2ccc3ccccc3n2)cc1OC	-3	0.98	2	10	-7	1	-8	5
CN(c1ccccc1)S(=O)(=O)c1ccc(C(=O)NCc2ccccn2)cc1	0	0.97	3	4	-4	1	-9	1

A draw from above in order of formula weight, rising:
Molecule	mIAP inh	hIAP activ	hIAP inh	PfGluPho inh	HKDC1 inhibitor	mIAP act	ATG4B inhibitor	A3A deaminase
CCCn1c(=O)c2[nH]cnc2n(-c2ccc(Cl)cc2)c1=O	1	0.79	21	5	-4	0.99	-4	-3
Cc1[nH]c(=S)c(C#N)c(C)c1CC(=O)c1ccc(Br)cc1	8	1	-1	46	-1	0.92	-8	-6
CN(C)c1nc(NCc2ccccc2)nc(N/N=C/c2cccc(Br)c2)n1	-3	0.94	6	23	-2	1	34	-2

Bioassay records as filed in PubChem.
